# SENP8 block: inhibitors of human SENP8 protease | Q96LD8 | purified SENP8, Z-RLRGG-aminoluciferin cleavage, luminescence | inhibition, % at 10 µM | hit rate 1.2% among 330,000 | AID 2540
# CCR6 antagonist: antagonists of human CCR6 receptor; P51684; CHO-K1 CCR6 PathHunter beta-arrestin, luminescence, CCL20-stimulated; inhibition, % at 20 µM; hit rate 0.49% among 340,000;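 active means compounds whose inhibition of the agonist-driven luminescence signal at 20 µM reaches about 50%, limit read from the data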;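 further: cells stimulated with CCL20 at 14 nM final; plate controls were DMSO with CCL20 for no effect and DMSO without agonist for full effect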
# Target sequence (P51684 whole entry, looked up): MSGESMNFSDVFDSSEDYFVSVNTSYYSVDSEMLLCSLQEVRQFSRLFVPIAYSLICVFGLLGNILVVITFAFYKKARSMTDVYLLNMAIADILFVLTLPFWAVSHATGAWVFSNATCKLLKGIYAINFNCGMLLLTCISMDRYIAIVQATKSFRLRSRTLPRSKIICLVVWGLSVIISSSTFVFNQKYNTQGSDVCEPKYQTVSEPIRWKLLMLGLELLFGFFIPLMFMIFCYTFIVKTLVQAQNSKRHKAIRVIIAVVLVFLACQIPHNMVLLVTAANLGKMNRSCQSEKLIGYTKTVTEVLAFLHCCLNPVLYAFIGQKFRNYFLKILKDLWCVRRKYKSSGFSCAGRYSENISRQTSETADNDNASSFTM
# UBC13 inh: inhibitors of human UBC13 polyubiquitin chain formation. P61088. TR-FRET. inhibition, % at 20 µM. hit rate 0.47% among 330,000. AID 485273; in the data active means inhibition above about 45%, passing the limit was not always enough
# Gli-Sufu block: Gli-Sufu pathway antagonism; Sufu-KO-LIGHT fibroblasts, Gli luciferase reporter luminescence; inhibition, % at 5 µM; hit rate 0.74% among 340,000;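 active means inhibition above about 55%, limit read from the data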;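 further: 0% = DMSO-treated cells and 100% = wells with medium but no cells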
# Jurkat NFkB inh: inhibitors of the PMA/ionomycin-induced NF-kB reporter in Jurkat cells. PMA/ionomycin-induced NF-kB luciferase reporter, luminescence. inhibition, % at 4 µM. hit rate 0.53% among 330,000. AID 435003
# Apaf-1 inh: blocks human Apaf-1 apoptosome activity | O14727 | reconstituted apoptosome caspase-3 activity, DEVD-Rh110 fluorescence | inhibition, % at 20 µM | hit rate 0.71% among 330,000 | AID 489030; active means inhibition of at least 40% at 20 µM;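 further: plate controls were DMSO wells for no effect and DEVD-CHO caspase inhibitor wells for full effect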
#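 Material: reconstituted apoptosome with Apaf-1, cytochrome c, caspase-9, procaspase-3, dATP; medium: pH 7.5 Hepes buffer with CHAPS, BSA, DTT; also added: cytochrome c and DEVD-Rh110 substrate; timing: 30 min plus 50 min, RT; signal: Rh110 fluorescence intensity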
# 697 NFkB inh: inhibitors of the PMA/ionomycin-induced NF-kB reporter in 697 B cells; 697 B-cell NF-kB luciferase reporter, 16 h; inhibition, % at 4 µM; hit rate 0.33% among 330,000; AID 435022; in the data active means inhibition above about 35%
# EBI2 antag: EBI2 (human) antagonism; P32249; EBI2 beta-arrestin recruitment, luminescence, 7a,25-OHC stimulated; inhibition, % at 5 µM; hit rate 0.81% among 360,000; in the data active means inhibition above about 38%;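 further: enzyme fragment complementation signal reports receptor beta-arrestin coupling in cells; 0% = agonist plus DMSO wells and 100% = wells without agonist; some results beyond the cut were filed as inactive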
# Target sequence (P32249 whole entry, looked up, the tested form may be a part): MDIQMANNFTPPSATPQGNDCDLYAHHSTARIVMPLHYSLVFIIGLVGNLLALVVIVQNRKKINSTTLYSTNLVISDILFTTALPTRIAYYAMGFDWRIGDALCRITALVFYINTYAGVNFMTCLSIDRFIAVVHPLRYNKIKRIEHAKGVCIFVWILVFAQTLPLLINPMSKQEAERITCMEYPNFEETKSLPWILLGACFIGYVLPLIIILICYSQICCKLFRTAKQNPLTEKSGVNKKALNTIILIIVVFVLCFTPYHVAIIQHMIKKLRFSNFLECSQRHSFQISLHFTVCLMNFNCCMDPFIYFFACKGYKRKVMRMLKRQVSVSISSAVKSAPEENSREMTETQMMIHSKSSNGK
# * hit, by the source's call; nt = no result given. Unless noted, no stated cut-off is given here; in the data, active means inhibition above about 50%; inactive means the rest.
item	Molecule	SENP8 block	CCR6 antagonist	UBC13 inh	Gli-Sufu block
1	CCOc1ccc(NC(=O)CSc2nnc(-c3cc(C)[nH]n3)n2N)cc1	4	18	-3	-5
2	COc1ccccc1N1CCN(C(=O)CCCNC(=O)Cn2cnc3sc(C)c(C)c3c2=O)CC1	4	-4	5	3
3	CC1CCN(S(=O)(=O)c2ccc3c(c2)c(=O)c(C(=O)NCc2cccs2)cn3C)CC1	1	12	8	4
4	COc1ccc(Cl)cc1C(=O)NNC(=O)c1cccc([N+](=O)[O-])c1	0	16	-11	5
5	COCCNS(=O)(=O)c1ccc2c(c1)C(=NO)c1cc(S(=O)(=O)NCCOC)ccc1-2	-8	10	-7	3
6	O=C(c1ccccc1)N1CCN(c2nc3ccc([N+](=O)[O-])cc3s2)CC1	-2	-8	-14	48
7	N#CC1=C(N)C(C#N)(C#N)C2(C(=O)Nc3ccccc32)C2CCCC=C12 (stereo unspecified)	-5	-13	1	0
8	C/C(=N\NC(=O)c1ccccc1C)c1ccc(N2CCOCC2)cc1	5	-10	-1	-17
9	O=C(Nc1ccc2c3c(cccc13)CC2)c1ccco1	-2	20	1	17
10	CC(=O)NC(CC(=O)N1CCCC1)c1ccccc1 (stereo unspecified)	-5	-8	-2	-1
11	CC(C)=NNc1nc(-c2ccc([N+](=O)[O-])cc2)cs1	0	6	-18	-18
12	O=C(N/N=C/c1ccc(N2CCOCC2)cc1)c1ccncc1	0	-4	-10	-5
13	CCC(C)c1ccc(NC(=S)NC2CCN(Cc3ccccc3)CC2)cc1 (stereo unspecified)	-2	16	14	33
14	Cc1ccc(C)c(NC(=O)CCC(=O)NNC(=O)C(c2ccccc2)c2ccccc2)c1	-1	2	0	0
15	CC(C)(C)C1CCC(OC(=O)CCC(=O)Nc2ccccc2)CC1 (stereo unspecified)	4	13	12	14

item	Jurkat NFkB inh	Apaf-1 inh	697 NFkB inh	EBI2 antag
1	-4	-9	-6	-7
2	-7	4	-5	-3
3	15	5	23	11
4	1	-6	12	-9
5	9	-5	14	0
6	7	10	13	-19
7	1	-19	-3	-21
8	-4	-4	0	-8
9	-4	-1	-27	-8
10	5	-1	6	0
11	-29	3	-56	11
12	-6	-8	11	0
13	9	4	0	17
14	3	-19	8	1
15	-5	19	6	2

# (list continues)
item	Molecule	SENP8 block	CCR6 antagonist	UBC13 inh	Gli-Sufu block
16	COc1ccc(NC(=O)CSc2ccc(C)cc2)cc1	-9	7	4	7
17	CCCN1C(=O)/C(=c2\s/c(=C3\C=Cc4ccccc4N3CC)c(=O)n2-c2ccccc2)SC1=S	0	nt	-15	nt
18	Cc1ccc(S(=O)(=O)NNC(=O)c2ccccc2O)cc1	5	1	-3	5
19	CCN(CCCn1c(=S)[nH]c2ccc(N3CCOCC3)cc2c1=O)c1ccccc1	-7	-4	30	3
20	CCn1c(SCC(=O)OC)nnc1-c1ccccc1	2	-3	5	2
21	NCC(O)CN1CCN(Cc2ccccc2)CC1 (stereo unspecified)	-10	0	5	-7
22	O=C(COC(=O)c1ccccc1C(=O)OCC(=O)NCCc1c[nH]c2ccccc12)NCCc1c[nH]c2ccccc12	7	5	22	-1
23	O=C(Nc1nc(-c2ccco2)c(-c2ccco2)s1)C1CC(=O)N(c2ccc3c(c2)OCCO3)C1 (stereo unspecified)	1	18	9	2
24	Cc1noc(C)c1COc1ccc(C(=O)OCC(=O)N2CC3(C)CC2CC(C)(C)C3)cc1 (stereo unspecified)	0	1	-4	-6
25	O=C(C1CCCN(S(=O)(=O)c2cccc3nonc23)C1)N1CCN(c2cccc(Cl)c2)CC1 (stereo unspecified)	1	26	-2	23
26	Cc1ccccc1N1CCN(CC(=O)Nc2ccccc2C(=O)NC2CC2)CC1	-8	41	-9	10
27	Cc1nc(Cl)sc1C(=O)Nc1ccc(C(F)(F)F)cc1	12	2	2	1
28	O=C1[C@@H]2[C@@H]3C[C@@H]([C@H]4ON=C(c5ccc(OCc6ccccc6)cc5)[C@@H]34)[C@@H]2C(=O)N1c1ccc2c(c1)OCO2	2	8	2	-3
29	CCC(=O)n1nc(-c2ccco2)nc1N	-4	6	1	21
30	Cn1ccnc1SCC(=O)Nc1cccc([N+](=O)[O-])c1	1	-7	-4	4

item	Jurkat NFkB inh	Apaf-1 inh	697 NFkB inh	EBI2 antag
16	-37	6	22	9
17	-5	-10	-6	nt
18	19	-8	-6	-5
19	20	11	-10	26
20	-4	-10	29	7
21	-1	1	28	-2
22	-1	11	6	13
23	11	18	-3	6
24	-7	19	-56	8
25	5	3	3	5
26	18	9	-4	22
27	-3	9	8	-13
28	20	-5	10	0
29	-3	-5	6	-12
30	-5	-16	-18	-18

# Later entries:
item	Molecule	SENP8 block	CCR6 antagonist	UBC13 inh	Gli-Sufu block
31	Cc1ccc(CSc2nnc([C@@H]3CCCN3)o2)cc1	-10	0	2	-4
32	COc1cccc(-c2nnc(SCC(=O)OC(C)C)n2N)c1	-3	-11	9	-1
33	CN(C)C(=S)c1ccc2ccccc2n1	1	-6	-2	-2
34	Cc1cc(NC(=S)N(CCN2CCCCC2)Cc2ccco2)ccc1Cl	-1	-5	23	17
35	CCOc1ccc(C(=O)NCC(=O)OCC(=O)N2CCCCC2)cc1	-5	6	2	-2
36	CCOc1ccc(OCCCC(=O)N2CCN(S(=O)(=O)c3ccc(Cl)cc3)CC2)cc1	11	4	-1	-3
37	COc1ccc(NC(=O)c2ccc(-n3c(C)ccc3C)cc2)c(OC)c1	7	11	-11	1
38	O=C(O)CCN=Cc1c(O)c2ccccc2oc1=O	3	-4	-9	1
39	CC1(C)CC(=O)C2=C(C1)N=C1SCCC(=O)N1C2c1ccc(C(F)(F)F)cc1 (stereo unspecified)	0	-1	0	10
40	O=S(=O)(Nc1ccc(-c2csc(-c3ccccc3)n2)cc1)c1ccccc1	-5	6	12	-40
41	COc1ccc(CN2CCNC(=O)C2CC(=O)NCC2CCOCC2)c(C)c1C (stereo unspecified)	0	11	-6	2
42	CCCC(=O)c1cc(F)c(N2CCN(S(=O)(=O)c3ccccc3)CC2)cc1C	-5	10	1	-4
43	CC(C)(C)CC(=O)Nc1cc2c3c(c1)CCN3C(=O)CC2	-8	10	-12	-13
44	O=C(NCCc1c[nH]c2ccccc12)C1CCC(=O)N(CCc2cccc(F)c2)C1 (stereo unspecified)	-8	15	-1	2
45	COc1ccc2oc(C(=O)OCC(=O)N(C)Cc3ccccc3)c(C)c2c1	-2	12	6	-11

item	Jurkat NFkB inh	Apaf-1 inh	697 NFkB inh	EBI2 antag
31	-3	-19	-2	-9
32	1	-17	-1	-5
33	-8	-3	16	-5
34	11	18	14	6
35	10	4	19	-3
36	-1	11	23	11
37	-8	0	9	1
38	-7	15	4	-1
39	9	2	20	17
40	-8	11	9	10
41	-2	6	-21	5
42	-4	10	-15	22
43	0	-2	-14	-3
44	7	-4	17	14
45	4	19	-1	-5

# Further entries.
item	Molecule	SENP8 block	CCR6 antagonist	UBC13 inh	Gli-Sufu block
46	C[N+](C)(C)CC(=O)N1CCN(c2ccc3ccccc3n2)CC1	-9	2	-4	4
47	COc1ccc(S(=O)(=O)N2CCOC2CNC(=O)C(=O)NCCc2c[nH]c3ccccc23)cc1C (stereo unspecified)	-3	4	8	31
48	O=C(CN1CCN(Cc2ccccc2)CC1)NCC1COc2ccccc2O1 (stereo unspecified)	-5	-9	4	7
49	Cc1ccc(S(=O)(=O)N(C)c2ccc(OC(=O)c3ccc(N4CCCC4=O)cc3)cc2)cc1	0	30	2	-4
50	Cc1nnsc1C(=O)NC1CCCc2c1cnn2-c1ccc(C(C)(C)C)cc1 (stereo unspecified)	0	3	4	62*
51	O=C(NCCc1cccs1)C12CN(Cc3ccccc3)CC1C(c1cccc([N+](=O)[O-])c1)=NO2 (stereo unspecified)	-6	8	-3	2
52	O=C(c1cc2ccccc2oc1=O)N1CCSC1c1ccco1 (stereo unspecified)	1	17	-1	-4
53	CN(CC(=O)Nc1ccc(F)cc1[N+](=O)[O-])Cc1ccccc1	-6	-3	0	-6

item	Jurkat NFkB inh	Apaf-1 inh	697 NFkB inh	EBI2 antag
46	3	-2	2	-11
47	1	13	-5	18
48	4	-6	6	-1
49	16	19	2	1
50	46	15	13	5
51	-5	8	1	15
52	13	4	-5	3
53	-7	8	-13	-1

# A portion of the library; rates above refer to the full screens.
